# NCI-60 one-dose screen, 48 h, at 10 µM unless noted. Numbers give growth in % (100 = growth as untreated, 0 = no growth, -100 = all killed).
# SF-539: SF-539 CNS cancer; 81,000 tested, 6.8% active
# UO-31: UO-31 renal cancer. 81,000 tested, 5.2% active. AID 1794768
# 786-0: 786-0 renal cancer cells; 81,000 tested, 5.1% active; AID 1794775
# PC-3: PC-3 prostate cancer cells; AID 1794754; 80,000 tested, 3.9% active
# DU-145: DU-145 prostate cancer; 81,000 tested, 4.2% active; AID 1794760
# U251: U251 CNS tumor cells; 80,000 tested, 5.4% active; AID 1794753
# SN12C: SN12C renal cancer cells. AID 1794767. 81,000 tested, 3.8% active
# TK-10: TK-10 renal cancer cells | 81,000 tested, 3.9% active | AID 1794769
# SF-295: SF-295 CNS cancer cells; 79,000 tested, 5.6% active
# Active calls of the source: *; · = not tested or not shown; & = joins results of further samples. The calls were made as follows: active = growth percent below 10; inactive = the rest.
# Below each compound – SF-539	UO-31	786-0	PC-3	DU-145	U251	SN12C	TK-10	SF-295
CCSC(=O)Nc1c[nH]c(=O)[nH]c1=O
 : 98	92	103	105	117	100	99	111	93
CC1Cc2c(Cl)ncnc2N(C)c2ccc(Cl)cc21 (stereo not drawn)
 : 28	20	8.2*	14	41	19	2.4*	11	20
O=[N+]([O-])c1ccccc1CCc1ccccc1[N+](=O)[O-]
 : 91	83	87	96	118	100	97	86	119
OCC1OC(n2cnc3c(NO)ncnc32)C(O)C1O (stereo not drawn)
 : 95	85	101	96	109	95	96	102	·
CCOC(=O)c1c2ncccc2n2c(=O)n(-c3ccccc3)nnc12
 : 95	95	108	95	129	108	110	139	100
CCN(CC)CCOc1ccccn1
 : 100	79	101	89	108	100	104	98	116
CCCCCCCCCCCCCCn1cc(C2=C(c3coc4ccc(OC)cc34)C(=O)N(O)C2=O)c2ccccc21
 : 104	80	99	86	105	96	93	106	99
CCOC(=O)/C(F)=C/C1CC1CCc1ccccc1OC (stereo not drawn)
 : 97	93	106	104	118	103	100	100	106
O=C1/C(=C/c2cc3cc4c(cc3nc2Cl)OCO4)SC(=S)N1CCc1ccc(O)cc1
 : 96	64	103	95	102	·	90	129	100
O=C(C[n+]1ccc(/C=C/c2ccncc2)cc1)c1ccc(O)c(O)c1
 : 96	81	85	88	90	99	91	87	104
Nc1c(C(=O)c2ccc(Cl)cc2)sc(Nc2ccccc2)c1-c1nc2ccccc2s1
 : 43	19	8.1*	10	25	4.9*	83	-13*	-24*
CC(C)(C)OC(=O)N1C/C(=C\c2ccco2)C(=O)/C(=C/c2ccco2)C1
 : 101	76	90	101	108	94	101	102	98
CCOC(=O)C(Cc1ccccc1)n1c(O)c(C=Nc2ccc(F)cc2)sc1=S (stereo not drawn)
 : 107	63	83	67	90	85	86	94	83
CC(=O)N1N=C(c2ccc(C)cc2)CC1c1cn(-c2ccccc2)nc1-c1cccc(Nc2ccnc3cc(Cl)ccc23)c1 (stereo not drawn)
 : 99	77	52	100	34	15	46	61	109
COc1ccc(-c2nn(-c3cccc(Cl)c3)cc2C2C(C#N)=C(N)Oc3[nH]c(=S)[nH]c(=O)c32)cc1 (stereo not drawn)
 : 117	64	86	71	106	84	87	109	·
Cc1ccc(-c2c(Br)c(OC(=O)CO[C@@H]3C[C@H](C)CC[C@H]3C(C)C)c(-c3ccc(C)cc3C)c(Br)c2OC(=O)CO[C@H]2C[C@@H](C)CC[C@@H]2C(C)C)c(C)c1
 : 101	87	97	93	106	99	99	93	96
O=C1/C(=C/c2ccc(Cl)cc2)CN(Cc2cn(CCCNc3ccnc4cc(Cl)ccc34)nn2)C/C1=C\c1ccc(Cl)cc1
 : -92*	-98*	-74*	·	-12*	-92*	-80*	-57*	-56*
O=C(Cn1cc(-c2ccccc2)nn1)Nc1nc2ccccc2s1
 : 95	64	102	96	116	102	99	113	103
O=C1Nc2ccccc2C2c3c[nH]c4cccc(c34)CN12 (stereo not drawn)
 : 96	74	98	98	99	97	92	101	92
CC(=O)OC[Si](C)(C)c1ccccc1
 : 96	95	97	96	113	94	100	107	92

# Later entries:
# Below each compound – SF-539	UO-31	786-0	PC-3	DU-145	U251	SN12C	TK-10	SF-295
CNC(C)[C@H]1CCC2C3CC=C4C(=O)[C@@H](NC(=O)C=C(C)C)CC[C@]4(C)C3CC[C@@]21C (stereo partly drawn)
 : -92*	-36*	4.0*	6.7*	53	18	17	60	-8.4*
COc1ccccc1/C(C)=N/NC(=O)CSc1nc2ccccc2c(=O)n1Cc1ccc(S(N)(=O)=O)cc1
 : 94	77	97	111	108	103	102	96	94
CC1(C)O[C@@H]2C[C@H]3[C@@H]4CC=C5C[C@@H](O)CC[C@]5(C)[C@H]4CC[C@]3(C)[C@]2(C(=O)CO)O1
 : 97	99	105	98	111	114	100	116	144
CC(=O)c1ccco1
 : 97	·	102	96	110	112	102	93	102
Cn1c(=S)c2[nH]c(SCCC(C)(C)C)nc2n(C)c1=O
 : 105	62	93	62	87	42	82	95	34
O=S(=O)(NCCCNc1cc(-c2c(-c3cccc(O)c3)nc3sccn23)ccn1)c1ccc(F)cc1
 : 103	60	82	55	92	82	63	113	85
CC(=O)OC[C@H]1O[C@@H](NS(=O)(=O)c2ccc(C)cc2)C(OC(C)=O)[C@@H](OC(C)=O)C1OC(C)=O (stereo partly drawn)
 : 96	92	97	86	109	92	111	95	100
COC(=O)C1C(O)CCC2CN3CCc4c([nH]c5ccccc45)C3CC21 (stereo not drawn)
 : ·	80&81	109&111	83&82	109&117	89&95	94&90	97&97	96&100
CSc1nc2nc(C)[nH]c(=O)c2[nH]1
 : 101	93	100	73	111	98	95	97	100
Nc1nc2c(sc3ncn([C@@H]4O[C@H](CO)[C@@H](O)C4(F)F)c32)c(=O)[nH]1
 : 88	91	86	84	98	90	89	101	89
COc1ccc(/C(C)=N/N=C2C(=O)N(Cc3ccccc3)c3ccc(Br)cc32)cc1S(N)(=O)=O
 : 78	58	75	54	91	88	85	120	76
Cc1nn(-c2ccc([N+](=O)[O-])cc2)c2ncnc(N/N=C/c3cccc(F)c3)c12
 : 94	74	87	80	98	91	91	109	97
CCCCCCCCCCCC(=O)OCCP(=O)(OCC)OCC
 : 104	88	110	100	102	98	107	101	101
COc1ccccc1C(=O)NC(=S)Nc1ccc(-c2nc3ccccc3[nH]2)cc1
 : 48	29	42	86	43	29	46	60	61
O=S(=O)(NO)c1ccccc1
 : 113	89	110	96	109	101	118	97	120
Oc1ccc(-c2ccc3c(c2)ncn3-c2ccccc2)cc1
 : 61	52	86	79	91	72	83	108	97
O=C(N/N=C/c1ccc(Cl)cc1Cl)c1ccccc1Nc1cccc(C(F)(F)F)c1
 : -93*	26	75	61	·	22	53	106	24
CC(=O)/C(=C/c1ccccc1Br)C(=O)c1ccccc1
 : 82	62	95	54	49	55	85	101	99
NC(=O)N(N)CCO
 : 96	92	102	92	114	97	97	110	101
CCOC(=O)c1[nH]cc2c1CCc1sc(Nc3ncccn3)nc1-2
 : 108	77	89	86	110	92	101	85	103

# (continued)
# Below each compound – SF-539	UO-31	786-0	PC-3	DU-145	U251	SN12C	TK-10	SF-295
COc1ccc(-c2nn(-c3cccc(NS(=O)(=O)c4ccc(C)cc4)c3)cc2-c2ccncc2)cc1Cl
 : 90	63	94	68	97	79	95	102	99
O=[N+]([O-])c1ccccc1N1CCCCC1
 : 103	92	108	101	108	99	100	98	102
C=C1C(=O)O[C@H]2[C@H]1CC/C(COC(=O)c1cccnc1)=C\CC[C@@]1(C)O[C@@H]21
 : 60	70	64	66	16	88	52	63	102
C[C@H](C(=O)N[C@@H](Cc1ccc(-c2ccc(S(=O)(=O)O)cc2)cc1)C(=O)NC1CC(C)(C)N(C)C(C)(C)C1)c1ccc(-c2ccccc2)c(F)c1
 : 104	95	91	90	107	90	95	·	100
COc1ccc(S(=O)(=O)NCCCNc2nccc(-c3[nH]c(-c4ccccc4)nc3-c3ccc(Cl)c(O)c3)n2)cc1
 : 101	116	125	66	89	83	84	126	96
O=C(CNc1c(Cl)cccc1Cl)Nc1ccccn1
 : 98	82	100	96	108	95	110	122	103
O=C(C=C=Nc1ccccc1)C(=O)N=C=Cc1ccccc1
 : 85	-51*	79	·	40	84	78	-20*	99
Nc1cc(SCc2ccccc2)nc(N)n1
 : 100	89	98	101	105	94	95	84	100
O=[N+]([O-])c1cc(O)cc2cccnc12
 : 109	67	116	83	108	98	102	116	121
Clc1ccc(N=Cc2ccccc2)cc1
 : 107	85	94	93	·	109	116	106	102
C(CCSC1=NCCN1)CCSC1=NCCN1
 : 96	91	98	68	122	97	103	125	122
CC(=O)Nc1nc(C)c(-c2n[nH]c(=S)n2C)s1
 : 104	92	103	102	114	·	98	108	92
CC(C)(O)Cc1ccccc1
 : 100&104	105&89	100&92	104&89	108&111	112&102	123&104	110&100	118&92
Cc1ccc(C2CC(c3ccc(Nc4nc(NCCO)nc(Nc5ccc(Cl)cc5)n4)cc3)=Nc3c(N)nc(N)nc3N2)cc1 (stereo not drawn)
 : -20*	-92*	-92*	-33*	-91*	-97*	-66*	-85*	29
S=C(S)Nc1ccccc1
 : 94&101	84&90	102&94	101	106&109	100&102	102&96	107&96	113&89
Cc1cc2ccccc2c[n+]1CC(O)c1ccccc1 (stereo not drawn)
 : 104	74	100	88	114	91	98	105	100
COC(=O)/C=C/c1cccc2c1C(=O)NC(C)(c1cc3cc(Cl)ccc3oc1=O)N2 (stereo not drawn)
 : 73	33	56	48	62	53	72	82	60
COc1ccc(NC(=O)c2c(Nc3ccc(OC)cc3OC)[nH]n3c(=O)cc(-c4ccccc4)nc23)c(OC)c1
 : 88	88	89	83	115	56	85	114	100
CCOC(=O)/C(Cl)=C\OC(=O)c1ccccc1
 : 89	80	79	94	102	74	85	91	94
NCCCCCCN
 : 105	89	105	101	108	95	105	96	·

# (more compounds)
# Below each compound – SF-539	UO-31	786-0	PC-3	DU-145	U251	SN12C	TK-10	SF-295
CN(C)c1ccc(/C=N/n2c(-c3cc(F)c(Cl)cc3Cl)nn(CNc3ccc(F)cc3)c2=S)cc1
 : 82	75	88	94	99	81	111	89	104
CCOc1ccnc(OCC)n1
 : 101	94	100	89	115	106	101	96	109
Cc1nc(-c2cc3ccccc3oc2=O)ccc1C(=O)/C=C/c1ccc(Cl)cc1
 : 96	98	99	106	102	99	112	·	96
COc1ccc(/C=C/C(=O)Nc2ccc(Cl)cc2)cc1OC
 : 109	99	91	94	92	96	102	97	100
COc1cc(-c2c3c(cn2S(=O)(=O)c2ccccc2)-c2nc(Nc4ccccc4)sc2CC3)cc(OC)c1OC
 : 93	65	94	58	108	78	79	103	92
CC1(C)CC[C@]2(C(=O)O)CC[C@]3(C)C(=CCC4[C@@]5(C)C[C@@H](O)[C@@H]6OC(c7cccs7)OC[C@@]6(C)C5CC[C@]43C)C2C1 (stereo partly drawn)
 : 96	71	100	72	79	56	86	79	63
Nc1nc(N)c2c(n1)NC1(C=C(O)c3ccccc31)C1=C(N2)c2ccccc2C1=O (stereo not drawn)
 : 109	77	104	107	99	103	102	142	109
CCOC(=O)C(Nc1ccc(SC)cc1)c1ccccc1 (stereo not drawn)
 : 96	82	101	95	144	·	105	102	92
CCOc1ccccc1/C=N\NC(=O)C(=O)N/N=C\c1ccccc1OCC
 : 101&93	85&68	103&104	86	108	101&85	91&84	110&94	117&148
C=C(C)[C@@H]1CC[C@]2(C#N)CC[C@]3(C)[C@H](CC[C@@H]4[C@@]5(C)CCC(=O)C(C)(C)[C@@H]5CC[C@]43C)[C@@H]12
 : 95	75	98	77	104	93	91	101	106
CCN(CC)CC[n+]1cc2cc(OC)c(OC)cc2c2ccc3cc4c(cc3c21)OCO4
 : -15*	8.7*	3.4*	3.9*	1.3*	-38*	3.5*	12	-2.7*
Nc1cc(-c2c[nH]c3ccc(Cl)cc23)nc2cc(-c3c[nH]c4ccccc34)nn12
 : -81*	-4.8*	-52*	-12*	8.7*	-74*	6.5*	-7.8*	-79*
CCN1CC2=C(Nc3nc(SC)[nH]c(=O)c3C2c2ccc(Br)cc2)/C(=C/c2ccc(Br)cc2)C1 (stereo not drawn)
 : 109	54	97	70	97	77	86	·	85
OCC(O)C(O)C(O)C(O)C(O)C(O)CO (stereo not drawn)
 : 102	97	94	94	109	99	95	102	101
CCC1([N+](=O)[O-])COC(/C=C/c2ccccc2)OC1 (stereo not drawn)
 : 106	64	104	93	119	103	97	97	105
N#Cc1c(-c2ccccc2)cc(-c2ccccc2)n(CCCC(=O)O)c1=O
 : 102	86	100	109	111	93	96	124	93
O=C1NNC(=NCC(=O)N2C(=O)C(=O)c3ccccc32)Nc2ccccc21
 : 102	60	103	92	125	102	99	·	114
COc1ccccc1CC(CC(=O)O)C(=O)O (stereo not drawn)
 : 109	94	103	94	107	102	103	106	107
CCOc1ccc(C(=O)OCCNCC(C)C)cc1N
 : 98	91	97	96	112	94	·	92	97
Cc1ccc(C(=O)NC2CCCCC2)cc1
 : 104	96	100	92	106	94	99	80	97

# The listing continues.
# Below each compound – SF-539	UO-31	786-0	PC-3	DU-145	U251	SN12C	TK-10	SF-295
COc1cc(C(=O)n2nc(N3CCN(C)CC3)c3cc(N)ccc32)cc(OC)c1OC
 : -14*	26	25	50	22	31	40	59	4.4*
CN(C)CCC=C1c2ccccc2C=Cc2ccccc21
 : 99&98&91	57&48&46	89&93&83	88&87&74	117&116&119	99&93	92&97	95&96&64	108&103&72
O=C1CNC(=O)CN1
 : ·	88	97	100	109	106	101	97	97
COc1ccc(NC(=O)CSc2nc(C)c(C(C)=O)n2-c2ccccc2)cc1
 : 103	78	102	86	100	98	90	107	99
N=C1c2nc3n(c2C(=O)c2nc4n(c21)CCCCC4)CCCCC3
 : 105	84	120	113	113	·	106	142	94
COc1nc2c(c(=O)[nH]1)C(c1cc3ccccc3[nH]c1=O)C1=C(CC(C)(C)CC1=O)N2 (stereo not drawn)
 : 112	93	100	88	104	96	96	77	104

# Assay outcomes as filed in PubChem.
